Assay outcomes deposited in PubChem by National Center for Advancing Translational Sciences (NCATS).
D2 antag = D2 dopamine receptor (human) antagonism; P14416; HEK293 TREx D2 cells, calcium flux, dopamine EC80; inhibition, % at 10 µM; actives 2% (n = 340,000); AID 485344; in the data active means inhibition above about 30%; further: 0% is about no effect
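Dopamine at EC80 is the agonist stimulus; test compounds precede it by 180 s. Calcium flux read kinetically in a force-coupled, inducible HEK293 T-REx D2 cell line.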
IDH1 R132H inh = blocks human mutant IDH1 R132H enzyme; AID 602179; actives 0.093% (n = 390,000); IDH1-R132H enzyme, NADPH consumption, diaphorase/resazurin fluorescence; Potency, µM (doses to about 76.6 µM), inactives show top-dose activity change, negative = inhibition, usual class: inhibitors; further: potency means the concentration at half of the fitted maximal effect; on the % scale 0 is the no-effect control and ±100 the full control effect; nearly all actives have a fitted effect of over 65% in size
Target sequence (O75874 whole entry R132H, stated change not applied): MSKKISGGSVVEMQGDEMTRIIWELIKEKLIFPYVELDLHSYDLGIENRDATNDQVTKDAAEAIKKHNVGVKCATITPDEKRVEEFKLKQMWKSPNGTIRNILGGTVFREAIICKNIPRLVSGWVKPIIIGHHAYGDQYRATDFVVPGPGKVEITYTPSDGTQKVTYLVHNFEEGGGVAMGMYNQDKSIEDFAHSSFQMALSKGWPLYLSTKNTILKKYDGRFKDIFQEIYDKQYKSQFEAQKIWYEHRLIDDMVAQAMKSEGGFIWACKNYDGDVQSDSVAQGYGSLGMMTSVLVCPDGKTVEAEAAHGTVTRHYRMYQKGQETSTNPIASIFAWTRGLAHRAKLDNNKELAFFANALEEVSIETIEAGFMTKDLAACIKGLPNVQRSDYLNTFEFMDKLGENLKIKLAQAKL
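IDH1-R132H (0.5 ug/mL dispensed) in pH 7.5 Tris buffer was preincubated 30 min with compound, then given a substrate mix of 0.016 mM NADPH and 2 mM alpha-KG for 80 min at room temperature; remaining NADPH was read by diaphorase/resazurin fluorescence.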
TRHR agonist = activates the human TRH receptor; TRHR cells, calcium flux fluo-8, FDSS agonist mode; activation, % at 2 µM; actives 0.18% (n = 360,000); in the data active means activation above about 30%; further: 0% is about no effect
Target sequence (P34981 whole entry, looked up): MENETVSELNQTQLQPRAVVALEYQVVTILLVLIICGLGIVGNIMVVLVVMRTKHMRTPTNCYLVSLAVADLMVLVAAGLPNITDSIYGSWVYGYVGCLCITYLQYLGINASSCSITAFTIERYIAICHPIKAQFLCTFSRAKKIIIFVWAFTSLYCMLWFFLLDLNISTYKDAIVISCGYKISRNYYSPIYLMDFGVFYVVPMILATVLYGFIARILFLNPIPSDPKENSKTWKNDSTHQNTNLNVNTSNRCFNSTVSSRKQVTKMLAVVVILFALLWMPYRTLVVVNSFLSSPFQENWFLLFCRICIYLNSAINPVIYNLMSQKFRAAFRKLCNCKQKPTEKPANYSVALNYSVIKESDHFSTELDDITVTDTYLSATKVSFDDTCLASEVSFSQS
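Agonist-mode FDSS calcium read (Ex 480/Em 530, 1 s cycles) in 1536-well TRHR cells with fluo-8 dye, after 10-cycle baseline and 23 nL compound addition; TRH at EC20 (10 nM final) added afterwards for the enhancer phase.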
TrxR1 substrate = rat thioredoxin reductase 1 substrate activity; O89049; actives 0.01% (n = 390,000); purified TrxR1 substrate turnover, NADPH consumption readout; Potency, µM (titrated, usually from 114 µM), without a hit: at the top dose activity change, negative = substrate turnover; further: potency means the concentration at half of the fitted maximal effect; on the % scale 0 is the no-effect control and ±100 the full control effect; nearly all actives have a fitted effect of over 50% in size
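Rat TrxR1, dispensed at 90 nM, was prereduced with 400 uM NADPH (final) for 5 min at ~22 deg C, then incubated with compound 15 min before 400 uM selenite. A first-read NADPH fluorescence drop versus no-compound background flagged substrates.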
D2 ag = activates the human D2 dopamine receptor; P14416; HEK293 T-REx D2 cells, calcium flux agonist mode; activation, % at 2 µM; actives 0.53% (n = 340,000);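 active means activation over 3 SD above normal in the single-dose calcium agonist read, cut at about 30% in these data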; further: 0% is about no effect
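Agonism is scored from calcium flux in a force-coupled, inducible HEK293 cell line expressing D2, read kinetically for 180 s after compound addition against dopamine controls.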
TrxR1 inh = blocks rat thioredoxin reductase 1; recombinant rTrxR1, NADPH fluorescence consumption, selenite substrate; Potency, µM (series often up to 114 µM), for the others: at the highest dose activity change, negative = inhibition, usual class: inhibitors; actives 1% (n = 390,000); AID 588453; further: potency means the concentration at half of the fitted maximal effect; on the % scale 0 is the no-effect control and ±100 the full control effect; nearly all actives have a fitted effect of over 65% in size
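Rat TrxR1 (90 nM in the dispensed reagent) was pre-reduced with 400 uM NADPH for 5 min at room temperature, then incubated with compound for 15 min. After 400 uM selenite was added, NADPH fluorescence (Ex 340/Em 450 nm) was followed for 8 min.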
USP1 inh = USP1/UAF1 (human) deubiquitinase inhibition; O94782; recombinant USP1/UAF1, Ub-Rhodamine cleavage fluorescence; Potency, µM (series often up to 57.1 µM), without a hit: top-dose activity change, negative = inhibition, most hits filed as inhibitors; actives 0.23% (n = 390,000); further: potency means the concentration at half of the fitted maximal effect; on the % scale 0 is the no-effect control and ±100 the full control effect; nearly all actives have a fitted effect of over 60% in size; inactives centre near -12
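Step one: compound is pinned into 1nM USP1/UAF1 in HEPES pH 7.8 buffer with TCEP. Step two: 15 min room-temperature incubation. Step three: Ub-Rho (150nM final) starts cleavage, tracked by fluorescence over six one-minute reads.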
TRHR PAM = allosteric enhancers of human TRH receptor. actives 0.66% (n = 360,000). enhancement, % at 2 µM. TRHR cells, fluo-8 calcium fluorescence, EC20 TRH enhancement. AID 493056. P34981; in the data active means enhancement above about 30%; further: 0% is about no effect
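Enhancer read-out: after compound pinning and an initial kinetic agonist-mode read, an EC20 of TRH (10 nM final) was injected and fluo-8 calcium signal (Ex 480/Em 530) followed at 1 s/cycle for 100 cycles in TRHR-expressing cells.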
PI4K2A inh = PI4K2A (human) kinase inhibition; AID 1346378; purified PI4K2A, ADP-Glo luminescence, 1 h; stronger effect = lower value; actives 0.13% (n = 420,000); activity change, negative = inhibition, % at 76.9 µM; Q9BTU6; in the data active means activity change below about -50%; inconclusive means mostly about -30% to -49%;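 further: -100% = wells without enzyme as full effect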
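ADP-Glo luminescence measured ADP generated by PI4K2A enzyme (4 ug/mL before mixing) with 1.2 mM PI substrate (pre-mix) and 300 microM ATP (pre-mix). Tris pH7.5 buffer with MgCl2, Triton X-100; 1 h reaction at ambient temperature.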
* marks the source's active call; other numbers are inactive results; ? = inconclusive; nt = no result given; [ ] = remark or other dose. Unless noted, the call rests on the fitted dose curve; in most records, active means well fitted inhibition curve with a large enough effect; inconclusive means small, poorly fitted or top-dose-only effect; inactive means no such curve, though single readings can be large or run the other way.

Screens in order: D2 antag	IDH1 R132H inh	TRHR agonist	TrxR1 substrate	D2 ag	TrxR1 inh	USP1 inh	TRHR PAM	PI4K2A inh
COc1ccc(S(=O)(=O)N(Cc2cc3ccc(OC)cc3[nH]c2=O)CC2COCCO2)cc1 (configuration not stated)
  17	3%	-0.6	11%	0.2	?	-23%	1	-8
O=S(=O)(c1cc(Cl)ccc1Cl)N1CCCCC1
  16	-4%	-0.6	0%[57.1 µM]	0.9	-4%[57.1 µM]	-6%	10	0
c1ccc(CSc2ncnc3sccc23)cc1
  10	1%	-0.5	-3%	-0.1	-11%	0%	-9	2
O=C(CN1CCC(Cc2ccccc2)CC1)N1CCc2ccccc2C1
  14	-4%	0.1	4%	0.0	1%[57.1 µM]	-16%	2	0
COc1ccc(C2=CC(=O)C[C@H](c3ccc(Cl)cc3)C2)cc1
  3	-1%[38.3 µM]	0.7	-4%	0.6	7%	?	-3	-5
Cn1c(N2CCOCC2)nc(-c2ccccc2)c1-c1ccccc1
  7	3%	-0.5	144%[activator]	-1.5	45%[activator]	-26%	-6	4
Cn1c2ccccc2c2c(C(=O)N3CCN(c4ccc(F)cc4)CC3)cn(C3CCCCC3)c(=O)c21
  nt	14%	3.0	9%	nt	11%	-7%	4	0
COc1ccc(C2C(=O)c3ccccc3C2=O)c(OC)c1
  -23	-3%	-1.2	7%[57.1 µM]	-0.6	18%[57.1 µM]	-11%	16	7
Cc1cc(C)nc(N2CCC(C(=O)Nc3nnc(C)s3)CC2)n1
  4	0%	0.3	15%	-1.3	16%	-26%	8	2
COC(=O)c1ccc(CSc2nc3scc(-c4cccs4)c3c(=O)[nH]2)o1
  20	7%	0.1	-14%	0.2	?	-25%	1	-21
CCc1ccc(N2CC(C)Cn3c2nc2c3c(=O)n(CCN3CCOCC3)c(=O)n2C)cc1 (configuration not stated)
  5	5%	1.0	-15%	-0.3	-16%	-16%	2	3
S=C(Nc1ccc(Cl)cc1)NN1CCOCC1
  0	-4%	-0.1	-9%	1.6	-14%	-13%	0	2
CCc1nonc1NC(=O)c1oc2c(C)c(C)ccc2c1C
  14	-6%	-1.4	8%	-0.4	28%	-26%	-6	0
CCCCC1CCC(C(=O)N2CC(=O)Nc3ccc(Cl)cc3C2c2ccc(F)cc2)CC1 (configuration not stated)
  nt	-9%	0.4	9%	-0.1	37%[activator]	-23%	3	-5
O=C(CCCCn1c(=O)c2ccccc2n(Cc2cccc(F)c2)c1=O)NCCc1ccccc1
  nt	11%	1.5	-3%	1.0	9%	-3%	-6	1
O=C(CSc1ccccn1)N/N=C/C=C/c1ccccc1
  -10	-7%	0.2	-8%	-1.3	4%	-10%	3	5
COc1ccc(NC(=O)CN(C)S(=O)(=O)c2ccc(Br)s2)cc1
  nt	-3%	-1.4	-11%	nt	-5%[57.1 µM]	-5%	-2	-21
Cc1ccc(Nc2ncnc3onc(C)c23)cc1Cl
  nt	-3%	0.7	1%	0.1	11%	2%	11	-2
CCN(CC)S(=O)(=O)c1ccc(C(=O)Nc2nnc(C(C)C)s2)cc1
  0	-8%	-0.2	-1%[57.1 µM]	0.5	6%[57.1 µM]	5%	1	-4
O=C(Cc1cccs1)NCc1ccc(Cl)cc1
  -16	-9%	-0.9	5%	-0.1	16%	-21%	-8	-2
Clc1ccc(-c2nnc(NC3=NCCCCC3)o2)cc1
  -13	5%	-2.3	-8%	-1.0	-10%	-18%	-1	-1
CCOC(=O)c1cccc(NC(=O)c2ccc(F)cc2F)c1
  nt	-12%	nt	9%[57.1 µM]	nt	19%[57.1 µM]	-18%	nt	-12
Cc1ccccc1C(=O)Nc1ccccc1N1CCCCC1
  23	0%	0.5	4%	3.1	13%	?	1	2
CCn1c(-c2csc(-c3ccccc3)n2)n[nH]c1=S
  -19	-5%	-0.4	-10%	0.9	-19%[57.1 µM]	1%	6	6
CCOC(=O)c1cnc(-n2nc(C)cc2C)nc1Nc1cccc(C(C)=O)c1
  nt	0%	nt	6%	nt	14%	-11%	nt	1
CC1=NN(C(N)=S)C(=O)C1N=Nc1ccc(Cl)cc1 (configuration not stated)
  7	-3%	-1.6	-18%	0.3	-38%	-34%	-6	35
COc1ccc([N+](=O)[O-])cc1NC(=O)COC(=O)c1ccccc1C(=O)c1ccccc1
  -10	1%	0.9	-8%	0.0	9%	-2%	4	-9
CCCN(CC(=O)Nc1ccccc1C)C(=O)c1ccc2c(c1)OCO2
  -9	7%	-0.4	-2%	-1.6	-10%	4%	4	2
CCCN(CC(=O)NC(=O)NC1CCCCC1)CC(=O)Nc1cc(Cl)ccc1Cl
  -13	7%	1.4	-4%	0.1	0%	-15%	1	4
COc1ccc(CCNC(=O)Cc2ccc(C)cc2)cc1OC
  14	5%	-0.2	24%	1.0	42%	-3%	22	-4
Cc1cccc(N(CC(=O)Nc2ccc(F)cc2)S(C)(=O)=O)c1
  16	16%	0.6	-5%	-1.8	16%	4%	6	1
CCSc1nc2nccnc2c(=O)[nH]1
  nt	2%	nt	24%	nt	-17%	-18%	nt	-7
Cc1sc2ncnc(N3CCN(Cc4ccccc4)CC3)c2c1-c1ccccc1
  -21	-4%	-0.8	0%[57.1 µM]	1.0	4%[57.1 µM]	-20%	16	0
Cc1ccc(C(=O)CSc2nnnn2-c2ccccc2)o1
  -6	2%	-0.8	-2%	0.6	-10%	-19%	-5	0
Cc1ccc(N/N=C/c2ccc3c(c2)OCCO3)cc1Cl
  0	11%	0.0	-10%	-0.4	-27%	-17%	9	4
O=C(C1CCCC1)N(c1ccccc1)C1C=CS(=O)(=O)C1 (configuration not stated)
  -9	1%	0.0	-9%	0.1	5%	-7%	-8	-1
Cc1ccc(C2(C)NC(=O)N(CC(=O)Nc3ccc(Cl)c(S(=O)(=O)N4CCCCC4)c3)C2=O)cc1 (configuration not stated)
  -14	4%	0.2	2%	-0.1	17%	-20%	-7	0
Cc1ccc(S(=O)(=O)NNc2ccccc2)c(C)c1
  -25	3%	-0.2	-12%	-0.1	?	-8%	1	2
O=c1cc(NCc2ccccc2)c2ccccc2o1
  13	3%	-0.3	-3%	0.3	-10%	-15%	1	3
CC(=O)Nc1ccccc1NC(=O)C/C(C)=N/NC(=O)c1ccc([N+](=O)[O-])c(Cl)c1
  0	1%	0.2	5%	1.2	-7%	-14%	-3	-4

Look-ups from the list.
PI4K2A inh, Cc1ccc(C(=O)CSc2nnnn2-c2ccccc2)o1 : 0
USP1 inh, CCCN(CC(=O)Nc1ccccc1C)C(=O)c1ccc2c(c1)OCO2 : 4%

(next part)
Screens in order: D2 antag	IDH1 R132H inh	TRHR agonist	TrxR1 substrate	D2 ag	TrxR1 inh	USP1 inh	TRHR PAM	PI4K2A inh
CCOc1ccc(NC(=O)c2ccc(F)c(S(=O)(=O)N(CC)Cc3ccccc3)c2)cc1
  nt	-1%	0.1	1%[57.1 µM]	0.5	19%[57.1 µM]	-13%	-2	-6
COc1ccc(-c2noc(N3CCC(C(=O)N4CCN(c5ccccc5OC)CC4)CC3)n2)cc1
  nt	-12%	0.5	2%[57.1 µM]	1.4	17%[57.1 µM]	-3%	-10	-4
CCCN1CCN(C(=O)c2nn(-c3ccc(OC)cc3)c(=O)c3c2c2ccccc2n3C)CC1
  -10	1%	0.5	3%	-0.1	25%	-13%	-9	-2
COc1cccc(NC(=O)COC(=O)CNC(=O)C2CCCCC2)c1
  -3	8%	-0.3	4%	-0.5	10%	-2%	3	2
c1ccc(-c2csc(Cc3nnc4n3CCCCC4)n2)cc1
  5	4%	-0.2	6%[57.1 µM]	-0.5	5%[57.1 µM]	3%	4	2
O=C(CSc1nnc(-c2cccc(F)c2)o1)Nc1nncs1
  -8	11%	-0.4	7%[57.1 µM]	1.4	30%[57.1 µM]	?	-5	3
CCOC(=O)c1cc(-c2ccccc2)sc1NC(=O)C(C)OC(=O)c1cccc(S(=O)(=O)N(C)C)c1 (configuration not stated)
  nt	-3%	0.9	12%	nt	6%	-24%	-1	4
COc1cc(OC)c(/C=N/NC(=O)c2ccc(Cn3nc([N+](=O)[O-])cc3C)cc2)c(OC)c1
  -13	-8%	-0.4	7%	0.1	19%	-16%	10	-1
O=C(NC1CCCCC1)C(c1ccc(F)cc1)N(Cc1cccs1)C(=O)CN1C(=O)c2ccccc2S1(=O)=O (configuration not stated)
  nt	-2%	0.0	0%	nt	10%	-3%	20	-1
COc1ccc(C(=O)NC(c2ccc(Cl)cc2)c2cc(Cl)c3cccnc3c2O)cc1 (configuration not stated)
  nt	-6%	1.9	-4%[57.1 µM]	-0.4	10%[57.1 µM]	-22%	-3	1
O=S(=O)(N/N=C/c1ccc2c(c1)OCCO2)c1ccc(Cl)cc1
  4	1%	-0.2	3%	-0.4	18%	-8%	-2	-2

Compound profiles (already shown).
Listed for c1ccc(-c2csc(Cc3nnc4n3CCCCC4)n2)cc1 → D2 antag = 5; IDH1 R132H inh = 4%; TRHR agonist = -0.2; TrxR1 substrate = 6%[57.1 µM]; D2 ag = -0.5; TrxR1 inh = 5%[57.1 µM]; USP1 inh = 3%; TRHR PAM = 4; PI4K2A inh = 2
Listed for O=S(=O)(N/N=C/c1ccc2c(c1)OCCO2)c1ccc(Cl)cc1 → D2 antag = 4; IDH1 R132H inh = 1%; TRHR agonist = -0.2; TrxR1 substrate = 3%; D2 ag = -0.4; TrxR1 inh = 18%; USP1 inh = -8%; TRHR PAM = -2; PI4K2A inh = -2
